NFkB transloc pot – enhances IL-1B driven NFkB nuclear translocation; HUVEC IL-1B NFkB p65 nuclear translocation imaging; activation, % at 2 µM; hit rate 0.3% among 94,000;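 active = activation above 40%, about the mean plus 3 SD, also judged a hit on visual image review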;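 also: percent activation is computed from the nuclear over cytoplasmic p65 intensity ratio; values of inactives mirror those of a sister screen read the other way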
PLAP inhibition – inhibition of human placental alkaline phosphatase – biochemical, luminescence, HTS (AID 690) | purified PLAP, luminescent substrate; higher % means a stronger effect | inhibition, % at 20 µM; hits with a dose series show IC50 in µM | hit rate 0.08% among 96,000; in the data active = a potency from the dose series; inactive = the rest, 99 in 100 with inhibition below about 30%; also: strong numbers were not always called active
MRP resist rev – MRP-mediated drug resistance reversal; differential viability (reversal), % at 10 µM; H69AR cells + 2 uM doxorubicin, CellTiter-Glo, 72 h; hit rate 0.04% among 85,000;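 active = viability drop by adding the cancer drug above about 55%, with treated viability meeting a 40% cutoff, limit read from the data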;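 also: viability without doxorubicin minus viability with 2 µM doxorubicin for each compound; larger differential means the compound sensitizes cells more to doxorubicin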
IL1B NFkB inh – blocks IL-1B driven NFkB nuclear translocation in HUVEC cells | HUVEC IL-1B NFkB p65 nuclear translocation imaging | inhibition, % at 2 µM | hit rate 0.43% among 94,000 | AID 796;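 active = inhibition above about 30% together with a positive call from visual inspection of the well image, limit read from the data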;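 also: nuclear over cytoplasmic p65 intensity ratio measured by imaging; 0% = IL-1B stimulated DMSO wells and 100% = unstimulated DMSO wells; values of inactives mirror those of a sister screen read the other way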
Bcl-B displacement – displacers of TR3 peptide from Bcl-B, primary screen, selectivity assay for Bfl-1 inhibitor project, biochemical, fluorescence polarization. FP displacement of FITC-TR3 peptide from Bcl-B; higher % means a stronger effect. one-dose displacement, % at 20 µM; IC50 in µM for titrated hits. hit rate 0.11% among 96,000. AID 748;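 active = displacement above 50% at 20 µM plus a fluorescence interference ratio under 1.5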;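 also: plate controls were wells without compound for no effect and wells lacking Bcl-B protein for full effect; a part of the inactive calls stands beside numbers as strong as those of hits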
MRP resist rev cytotoxicity – recorded beside MRP resist rev, whose call it bears; viability, %; H69AR cells, CellTiter-Glo, 72 h; measured here: cytotoxicity without doxorubicin
MRP resist rev with doxorubicin – also measured in MRP resist rev; calls as there; viability, %; measured here: viability with 2 uM doxorubicin; active compounds read low
IL1B NFkB inh cell count 2 µM – also measured in IL1B NFkB inh; calls as there; cell count; measured here: cells passing quality filter;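 raw number of nuclei counted in each imaged well without normalization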
NFkB transloc pot cell count 2 µM – recorded beside NFkB transloc pot, whose call it bears; cell count; measured here: cells passing quality filter
* = called active by the depositor; · = no result given. Only part of the results is shown. The share of hits here may be higher or lower than overall.

Each structure is followed by: NFkB transloc pot	NFkB transloc pot cell count 2 µM	PLAP inhibition	MRP resist rev	MRP resist rev cytotoxicity	MRP resist rev with doxorubicin	IL1B NFkB inh	IL1B NFkB inh cell count 2 µM	Bcl-B displacement
(1) O=C(/C=C/c1ccccc1)NNC(=O)c1cccc(Cl)c1
 : 11	168	0%	·	·	·	-11	168	-8%
(2) O=C(Nc1ccc(O)cc1)c1ccc(C(=O)c2ccccc2)o1
 : 12	145	17%	14	87	73	-12	145	-5%
(3) CC1(C)Cc2c(sc3c2c(=N)n(Cc2ccco2)c(=O)n3Cc2ccc(Cl)cc2)CO1
 : ·	·	-67%	18	78	60	·	·	-17%
(4) O=C(COC(=O)Cc1ccc(S(=O)(=O)N2CCOCC2)s1)NCCc1ccccc1
 : -2	158	-66%	·	·	·	2	158	-52%
(5) COc1ccc2[nH]c(O)c(NC(C)=O)c2c1
 : 2	173	2%	21	84	63	-2	173	-6%
(6) CCC1(CC)C(=O)NC(=O)NC1=NCCc1ccc(O)cc1
 : 26	157	-13%	20	97	77	-26	157	2%
(7) COCCOC(=O)c1c(C)oc2ccc(NS(=O)(=O)c3ccc(C(=O)O)cc3)cc12
 : ·	·	-14%	3	99	96	·	·	14%
(8) CC(=O)NN1C(=O)/C(=C\c2ccc(C)cc2)SC1=S
 : -2	145	-2%	·	·	·	2	145	0%
(9) COc1cc(NC(=O)C2CCCCN2)ccc1OCC(C)C (centres undefined)
 : -9	169	8%	·	·	·	9	169	-6%
(10) Cc1ccc(-c2nnn(CC(=O)N3CCN(c4ccccc4)CC3)n2)o1
 : 3	173	-12%	-3	85	88	-3	173	-8%
(11) COC(=O)CN(C(=S)Nc1ccc(Cl)cc1)C1CC(=O)N(c2ccc(OC)cc2)C1=O (centres undefined)
 : -7	115	-28%	·	·	·	7	115	2%
(12) Cc1cc(NC(=O)CCC(=O)N(CCC(C)C)C(C(=O)NC2CCCC2)c2cccnc2)no1 (centres undefined)
 : -2	201	-35%	-2	81	82	2	201	4%
(13) COc1cc(OC)cc(-c2ncc3ccccn23)c1
 : 0	110	·	-26	38	64	0	110	·
(14) Cc1ccc(NC(=O)c2ccccc2N(C)S(C)(=O)=O)cc1C
 : 12	172	-12%	-26	87	113	-12	172	-5%
(15) Cn1c(SCC(=O)NCc2ccc3c(c2)OCO3)nc2scc(-c3cccs3)c2c1=O
 : 5	202	-10%	-13	81	94	-5	202	0%
(16) N#Cc1ccccc1NC(=O)CSc1nnc(-c2ccccc2)n1-c1ccccc1
 : -5	105	-5%	-16	51	66	5	105	-2%
(17) CCCCCOC(=O)CSc1n[nH]c(=O)[nH]c1=O
 : -6	214	-18%	3	102	99	6	214	-1%
(18) c1ccc(Cn2nnnc2C(c2cccs2)N2CCc3ccccc3C2)cc1 (centres undefined)
 : ·	·	20%	15	92	77	·	·	-8%
(19) O=C(c1ccc(S(=O)(=O)N2CCOCC2)cc1)N1CCc2ccccc2C1
 : 28	137	10%	-8	83	90	-28	137	36%
(20) O=C(O)CCCC(=O)NCc1ccccn1
 : 13	109	8%	1	89	89	-13	109	1%
(21) Cc1ccc(C(=O)NCc2ccc3c(c2)OCO3)cc1S(=O)(=O)N1CCOCC1
 : 7	106	-72%	17	104	87	-7	106	-3%
(22) Cc1ccccc1CS(=O)(=O)Cc1ccc(C(=O)NCc2cccnc2)o1
 : -4	86	0%	5	90	85	4	86	0%
(23) Clc1ccc(OCCCc2nc(-c3cccnc3)no2)c(Cl)c1
 : 3	139	2%	8	86	78	-2	139	-1%
(24) CC1CCN(S(=O)(=O)c2ccc(C(=O)Nc3sccc3C(N)=O)cc2)CC1
 : -11	192	-26%	-37	47	83	11	192	-12%
(25) O=C(NCC1CCCO1)c1onc(CSc2ccc(Cl)cc2)c1C(=O)O (centres undefined)
 : 21	147	5%	·	·	·	-21	147	-6%
(26) Cn1nnnc1SCc1nnc(-c2ccc(F)cc2)o1
 : 12	214	-1%	5	101	96	-12	214	-10%
(27) CNc1nc(-c2ccc(Cl)cc2)cs1
 : ·	·	13%	17	102	85	·	·	-9%
(28) CC1(C)Cc2c(c(N3CCOCC3)nc3sc(C(=O)N4CCCCC4)c(N)c23)CO1
 : ·	·	-48%	-8	72	80	·	·	4%
(29) CCOC(=O)c1cnn(-c2ccc(C(F)(F)F)cn2)c1N
 : 12	116	6%	4	108	104	-12	116	-3%
(30) COc1ccc2c(c1)CC(C1(O)C(=O)Nc3ccccc31)C2=O (centres undefined)
 : -10	150	-1%	-4	83	87	10	150	2%
(31) Cc1c(C(=O)OC2CCCCC2)[nH]c2c1C(=O)CC(C)(C)C2
 : 9	94	18%	5	84	79	-9	94	-4%
(32) Cc1nc2ncnn2c(C)c1Cc1ccc(Cl)cc1
 : 5	166	-47%	-5	92	97	-5	166	9%
(33) CSc1nc2ccc(S(=O)(=O)NC3CCCCC3)cc2s1
 : -10	50	20%	3	90	88	10	50	-2%
(34) O=C(NCC(=O)N(Cc1ccccc1)C(C(=O)NC1CCCC1)c1ccncc1)c1ccco1 (centres undefined)
 : -10	80	·	8	80	72	10	80	·
(35) c1ccc(-c2cnnc(N3CCCCC3)n2)cc1
 : -18	99	7%	7	92	84	18	99	-6%
(36) CC(=O)CCc1ccc(OC(=O)c2cccnc2)cc1
 : -12	91	·	·	·	·	12	91	·
(37) COc1ccc2c(c1)c1ncn(CCN3CCNCC3)c(=O)c1n2C
 : -16	8	5%	19	87	68	16	8	1%
(38) Cc1noc(C(=O)Nc2cccnc2)c1Cl
 : 2	196	11%	11	89	78	-2	196	18%
(39) CC1CCN(CCC(=O)N2CCCc3c2c(=O)oc2ccc(O)cc32)CC1
 : -10	94	-3%	12	102	90	10	94	7%
(40) O=C1NC(c2ccc3c(c2)OCO3)Oc2ccccc21 (centres undefined)
 : 2	185	9%	-7	95	102	-2	185	27%

The last 2 entries of the part before come first, to join the parts:
Each structure is followed by: NFkB transloc pot	NFkB transloc pot cell count 2 µM	PLAP inhibition	MRP resist rev	MRP resist rev cytotoxicity	MRP resist rev with doxorubicin	IL1B NFkB inh	IL1B NFkB inh cell count 2 µM	Bcl-B displacement
(39) CC1CCN(CCC(=O)N2CCCc3c2c(=O)oc2ccc(O)cc32)CC1
 : -10	94	-3%	12	102	90	10	94	7%
(40) O=C1NC(c2ccc3c(c2)OCO3)Oc2ccccc21 (centres undefined)
 : 2	185	9%	-7	95	102	-2	185	27%
(41) COC(=O)C1=C(C)N(c2cc(Cl)cc(Cl)c2)C(=O)C1
 : 7	128	-45%	0	4	4	-7	128	-14%
(42) O=C(Nc1ccc2oc(-c3cccnc3)nc2c1)c1cc2ccccc2o1
 : 12	107	-8%	5	95	91	-12	107	-14%
(43) CCc1ccc(C(=O)c2cncc(Br)c2)cc1
 : 9	144	17%	-3	94	97	-10	144	-1%
(44) O=C(Nc1cccc(Cl)c1)NC1(C(=O)NCc2cccs2)CCCCC1
 : 6	129	-14%	·	·	·	-6	129	-6%
(45) COc1cc2c(c(OC)c1)C(c1cccc(OC)c1OC)CC(=O)N2 (centres undefined)
 : 3	54	·	·	·	·	-3	54	·
(46) O=C(Nc1ccc2c(c1)OCCO2)C(c1ccc(F)cc1)N1CCCCC1 (centres undefined)
 : 2	175	-74%	19	100	80	-2	175	1%
(47) O=C(CSCc1ccccc1)N/N=C/c1ccccc1OCc1ccccc1
 : 21	165	16%	·	·	·	-21	165	2%
(48) Cc1nc(SCC(N)=O)[nH]c(=O)c1Cc1ccc(OC(C)C)cc1
 : -9	112	-16%	·	·	·	9	112	5%
(49) CCOc1nc(-c2ccc(C)cc2)ccc1-c1noc(-c2cccnc2)n1
 : 20	143	6%	-3	92	95	-20	143	-16%
(50) CCC(=O)N1c2ccccc2NC2=C(C(=O)CC(c3ccco3)C2)C1c1ccco1 (centres undefined)
 : ·	·	-2%	-2	91	94	·	·	-3%
(51) CCOC(=O)c1ccc(NC(=O)CC2SC(=NC)N(C)C2=O)cc1 (centres undefined)
 : -9	150	8%	10	82	72	9	150	0%
(52) CCOC(=O)C1CCN(c2c(NCc3ccc(C(=O)NCCOC)cc3)c(=O)c2=O)CC1
 : 15	120	10%	-2	92	94	-15	120	19%
(53) CC(C)n1nnnc1-c1cccc(Cl)c1
 : 4	132	12%	·	·	·	-4	132	0%
(54) O=S(=O)(NCC(c1cccnc1)N1CCN(c2ccccc2)CC1)c1cc(F)ccc1F (centres undefined)
 : 5	165	-12%	0	91	91	-5	165	0%
(55) Cc1cc(C)n(CC(O)COCc2ccccc2)n1 (centres undefined)
 : 0	87	14%	19	97	78	0	87	-9%
(56) O=C(Oc1ccc(N(Cc2cccs2)C2=NS(=O)(=O)c3ccccc32)cc1)c1ccccc1F
 : 12	139	8%	-8	94	102	-12	139	-2%
(57) CCOc1cc(C(=O)NCCOC)cc(OCC)c1OCC
 : 5	136	-3%	3	88	86	-5	136	4%
(58) COC(=O)c1cn(C(=O)c2ccc(Br)o2)c2ccccc12
 : ·	·	-9%	-7	101	108	·	·	-5%
(59) Cc1nc(N2CCCC2)c2nnn(Cc3ccccc3Cl)c2n1
 : ·	·	-6%	15	89	74	·	·	2%
(60) CCOC(=O)c1ccc(NC(=O)C(CC)(CC)C(=O)OCC)cc1
 : ·	·	-48%	21	98	77	·	·	-9%
(61) COc1ccccc1CNn1c(-c2cccc(C)c2)nc2ccccc2c1=O
 : 33	66	-59%	1	82	81	-33	66	0%
(62) CCOC(=O)c1sc2nc(-c3ccco3)c3c(c2c1N)CC(C)(C)OC3
 : ·	·	-58%	-5	62	68	·	·	-13%

Arranged by SMILES length (largest number first): some entries from above.
Each structure is followed by: NFkB transloc pot	NFkB transloc pot cell count 2 µM	PLAP inhibition	MRP resist rev	MRP resist rev cytotoxicity	MRP resist rev with doxorubicin	IL1B NFkB inh	IL1B NFkB inh cell count 2 µM	Bcl-B displacement
(56) O=C(Oc1ccc(N(Cc2cccs2)C2=NS(=O)(=O)c3ccccc32)cc1)c1ccccc1F
 : 12	139	8%	-8	94	102	-12	139	-2%
(52) CCOC(=O)C1CCN(c2c(NCc3ccc(C(=O)NCCOC)cc3)c(=O)c2=O)CC1
 : 15	120	10%	-2	92	94	-15	120	19%
(50) CCC(=O)N1c2ccccc2NC2=C(C(=O)CC(c3ccco3)C2)C1c1ccco1 (centres undefined)
 : ·	·	-2%	-2	91	94	·	·	-3%
(46) O=C(Nc1ccc2c(c1)OCCO2)C(c1ccc(F)cc1)N1CCCCC1 (centres undefined)
 : 2	175	-74%	19	100	80	-2	175	1%
(48) Cc1nc(SCC(N)=O)[nH]c(=O)c1Cc1ccc(OC(C)C)cc1
 : -9	112	-16%	·	·	·	9	112	5%
(60) CCOC(=O)c1ccc(NC(=O)C(CC)(CC)C(=O)OCC)cc1
 : ·	·	-48%	21	98	77	·	·	-9%
(59) Cc1nc(N2CCCC2)c2nnn(Cc3ccccc3Cl)c2n1
 : ·	·	-6%	15	89	74	·	·	2%
(55) Cc1cc(C)n(CC(O)COCc2ccccc2)n1 (centres undefined)
 : 0	87	14%	19	97	78	0	87	-9%
(53) CC(C)n1nnnc1-c1cccc(Cl)c1
 : 4	132	12%	·	·	·	-4	132	0%
